Growth percent in the NCI-60 one-dose screen (48 h, 10 µM unless noted): 100 = growth as untreated, 0 = no growth, -100 = all killed.
A549/ATCC = A549/ATCC NSCLC | hit rate 3.7% among 81,000 | AID 1794740
HOP-92 = HOP-92 NSCLC cells | hit rate 6.3% among 71,000 | AID 1794738
UACC-257 = UACC-257 melanoma; hit rate 4.4% among 78,000
UACC-62 = UACC-62 melanoma; hit rate 5.4% among 81,000
M14 = M14 melanoma; hit rate 6.2% among 80,000
HOP-62 = HOP-62 NSCLC; hit rate 3.9% among 80,000; AID 1794735
EKVX = EKVX NSCLC. hit rate 3% among 71,000
MALME-3M = MALME-3M melanoma; hit rate 5.8% among 78,000; AID 1794766
* hit, by the source's call; & = joins results of further samples; [ ] = dose if it differs, or a comment. The calls were made as follows: active = growth percent below 10; inactive = the rest.

Screening CC1(C)SC2c3ccccc3C(=O)N2C1C(=O)O (stereo not drawn) returned A549/ATCC 98&100, HOP-92 87&100, UACC-257 87&103, UACC-62 103&100, M14 113&99, HOP-62 114&102, EKVX 99 and MALME-3M 112&104.
For C[C@@H](O)/C=C/[C@H]1C(CO)=CC(=O)CC1(C)C the results were A549/ATCC 89, HOP-92 98, UACC-257 108, UACC-62 96, M14 100, HOP-62 102, EKVX 97 and MALME-3M 101.
`CCN(CC)CC(=O)Nc1cc(NC(=O)CN(CC)CC)c(C)c(NC(=O)CN(CC)CC)c1` gave A549/ATCC 83, HOP-92 95, UACC-257 83, UACC-62 98, M14 113, HOP-62 99, EKVX 101 and MALME-3M 137.
For CN(C)c1cccc2c(S(=O)(=O)Nc3ccc4nc(N)oc4c3)cccc12 the results were A549/ATCC 89[2.15 µM], HOP-92 92[2.15 µM], UACC-257 63[2.15 µM], UACC-62 54[2.15 µM], M14 92[2.15 µM], HOP-62 90[2.15 µM], EKVX 58[2.15 µM] and MALME-3M 98[2.15 µM].
COc1cc(/C=C2\C=C(c3ccc(F)cc3)N(Cc3ccccc3)C2=O)cc(OC)c1OC was read as A549/ATCC 56, HOP-92 35, UACC-257 79, UACC-62 72, M14 76, HOP-62 108 and MALME-3M 91.
Screening COC(=O)c1c2c(c(C)[n+]([O-])c1C)C(=O)C(NCCN1CCOCC1)=CC2=O returned A549/ATCC 91, HOP-92 146, UACC-257 48, UACC-62 68, M14 63, HOP-62 101, EKVX 66 and MALME-3M -13*.
Screening C/C(=C/C=C(/C)C(=O)O)C(=O)O returned A549/ATCC 99, HOP-92 106, UACC-257 95, UACC-62 101, M14 104, HOP-62 101, EKVX 103 and MALME-3M 105.
`CN(C)c1ccc(/C=N\NC(=O)CCCCC(=O)N/N=C\c2ccc(N(C)C)cc2)cc1` gave A549/ATCC 94, HOP-92 103, UACC-257 95, UACC-62 93, M14 103, HOP-62 101, EKVX 104 and MALME-3M 103.
For Nc1nc(C(=O)NNC(=O)Nc2ccc(Cl)cc2)nn1-c1ccc(S(N)(=O)=O)cc1 the results were A549/ATCC 98, HOP-92 105, UACC-257 105, UACC-62 101, M14 101, HOP-62 102, EKVX 102 and MALME-3M 108.
Screening O=C1CCCCC1Nc1ccc2ccccc2c1 (stereo not drawn) returned A549/ATCC 64, HOP-92 90, UACC-257 88, UACC-62 84, M14 102, HOP-62 98, EKVX 75 and MALME-3M 111.
For CC(C)CC(NC(=O)C(Cc1ccccc1)NC(=O)C1CCCN1C(=O)OCc1ccccc1)C(=O)OC(C)(C)C (stereo not drawn) the results were A549/ATCC 88, UACC-257 95, UACC-62 104, M14 105, HOP-62 94 and MALME-3M 96.
`O=C(CNc1nnc(-c2ccc(O)cc2)o1)N1c2ccccc2Sc2ccccc21` gave A549/ATCC 96, HOP-92 88, UACC-257 109, UACC-62 98, M14 114, HOP-62 112, EKVX 92 and MALME-3M 94.
CCCCN1C(=O)/C(=c2\sc3n(c2=O)NC2C(N=3)N(CC)C(=O)N2CC)c2cc(C)ccc21 (stereo not drawn) was read as A549/ATCC 93, HOP-92 51, UACC-257 97, UACC-62 67, M14 97, HOP-62 87 and MALME-3M 103.
Screening OCC(O)CN1CCCCC1 (stereo not drawn) returned A549/ATCC 107, UACC-257 99, UACC-62 93, M14 101, HOP-62 102 and EKVX 102.
`COc1ccc(C2c3ccc4ccccc4c3Oc3nc[nH]c(=O)c32)cc1` (stereo not drawn) gave A549/ATCC 105, HOP-92 77, UACC-257 108, UACC-62 86, M14 93, HOP-62 56, EKVX 85 and MALME-3M 100.
Screening COc1cccc(/C=N/NC(=O)c2ccc3nc(-c4ccc(Cl)cc4)[nH]c3c2)c1O returned A549/ATCC -77*, HOP-92 -85*, UACC-257 -84*, UACC-62 -92*, M14 -79*, HOP-62 -92*, EKVX -54* and MALME-3M -96*.
CN1CC[C@@H](c2c(O)cc(O)c3c(=O)cc(-c4ccccc4Cl)oc23)[C@@H]1CO was read as A549/ATCC 4.6*, HOP-92 -2.2*, UACC-257 -26*, UACC-62 -51*, M14 -35*, HOP-62 -21*, EKVX 0.5* and MALME-3M -47*.
CCCCc1c(C)[nH]c(=S)[nH]c1=O was read as A549/ATCC 101&106, UACC-257 98&94, UACC-62 100&95, M14 100&105, HOP-62 116&112, EKVX 57&66 and MALME-3M 122&159.
`CCCCN(CCCC)CC(O)Cc1ccc(OCC)cc1` (stereo not drawn) gave A549/ATCC 90, HOP-92 97, UACC-257 83, UACC-62 97, M14 105, HOP-62 97, EKVX 104 and MALME-3M 116.
Screening O=c1cc(-c2ccccc2)oc2cc(OCc3cn(Cc4ccc([N+](=O)[O-])cc4)nn3)cc(OCc3cn(Cc4ccc([N+](=O)[O-])cc4)nn3)c12 returned A549/ATCC 97, HOP-92 84, UACC-257 95, UACC-62 88, M14 89, HOP-62 91, EKVX 103 and MALME-3M 88.
Screening COc1ccc(-c2cc(C(=O)N=Nc3c(O)[nH]c4ccccc34)c3ccccc3n2)cc1 returned A549/ATCC -37*, HOP-92 -46*, UACC-257 48, UACC-62 39, M14 11, HOP-62 -43*, EKVX -13* and MALME-3M -55*.
`COc1cc(NC(C)CCCN)c2ncccc2c1Sc1ccc(Cl)cc1` (stereo not drawn) gave A549/ATCC 59, HOP-92 15, UACC-257 65, UACC-62 81, M14 27, HOP-62 68, EKVX 72 and MALME-3M 82.
Screening CC(C)(C)c1cc(C(=O)N2CCC[C@H]2C(=O)NCCN)cc(C(C)(C)C)c1 returned A549/ATCC 74, HOP-92 76, UACC-257 72, UACC-62 90, HOP-62 101, EKVX 91 and MALME-3M 97.
COc1cc(/C=C/C(=O)c2ccc(Cl)cc2)ccc1OS(=O)(=O)c1ccc(C)cc1 was read as A549/ATCC 100, UACC-257 110, UACC-62 79, M14 105, HOP-62 95 and MALME-3M 101.
Screening O=C(NCc1ccc(Cl)cc1Cl)C1CCC(=O)N1C(=O)Nc1ccccc1Cl (stereo not drawn) returned A549/ATCC 79, HOP-92 80, UACC-257 84, UACC-62 85, M14 99, HOP-62 96, EKVX 107 and MALME-3M 111.
For C=C(C=O)C1CCC2(C(=O)O)CCC3(C)C(CCC4C5(C)CCC(O)C(C)(C)C5CCC43C)C12 (stereo not drawn) the results were A549/ATCC 34, HOP-92 67, UACC-257 -46*, UACC-62 -84*, HOP-62 15, EKVX 42 and MALME-3M 1.5*.
Screening Cc1c(Cl)cccc1NCN1C(=O)c2ccccc2C1=O returned A549/ATCC 99, UACC-257 100, UACC-62 114, M14 110, HOP-62 101 and MALME-3M 104.
Screening O=C1OCc2ccc([N+](=O)[O-])cc21 returned A549/ATCC 97, HOP-92 97, UACC-257 94, UACC-62 110, M14 107, HOP-62 109 and EKVX 111.
O=C1OC(N2CCCCC2)c2nc3ccccc3c(/C=C/c3ccc(Br)cc3)c21 (stereo not drawn) was read as A549/ATCC 94, HOP-92 95, UACC-257 109, UACC-62 100, M14 103, HOP-62 102, EKVX 83 and MALME-3M 96.
For Nc1ncnc2c1ccn2-c1cccc(NC(=O)c2cccc(C(F)(F)F)c2)c1 the results were A549/ATCC 51, HOP-92 -1.7*, UACC-257 93, UACC-62 77, M14 84, HOP-62 92, EKVX 67 and MALME-3M 98.
`O=C(CCc1nc2c(=O)[nH]c(=S)[nH]c2[nH]c1=O)Nc1ccc(C(=O)O)cc1` gave A549/ATCC 105, HOP-92 103, UACC-257 99, UACC-62 92, M14 98, HOP-62 100, EKVX 99 and MALME-3M 97.
`CC(C)C1=CC2=CC[C@@H]3[C@](C)(CCC[C@@]3(C)C(=O)OCC#Cc3ccc([N+](=O)[O-])cc3)[C@H]2CC1` gave A549/ATCC 99, HOP-92 69, UACC-257 85, UACC-62 63, M14 92, HOP-62 108, EKVX 99 and MALME-3M 95.
Screening Cc1cc(C)c2c(N)c(-c3nc4cccc(Cl)c4o3)sc2n1 returned A549/ATCC 106, HOP-92 124, UACC-257 102, UACC-62 112, M14 93, HOP-62 89 and MALME-3M 97.
`CCOC(=O)N(N=O)C(C)c1ccccc1` (stereo not drawn) gave A549/ATCC 100, UACC-257 100, UACC-62 103, M14 102 and MALME-3M 94.
Screening CCOc1ccc(/C=C(/C#N)C(N)=O)cc1 returned A549/ATCC 101, HOP-92 98, UACC-257 107, UACC-62 100, M14 108, HOP-62 115, EKVX 137 and MALME-3M 116.
Screening COc1cc(-c2nn(C(C)(C)C)cc2-c2ccnc(NCCCNS(=O)(=O)c3cccc4ccccc34)n2)ccc1F returned A549/ATCC 63, HOP-92 83, UACC-257 99, UACC-62 82, M14 84, HOP-62 93, EKVX 58 and MALME-3M 120.
NC(=O)NN=C1CCCCC1 was read as A549/ATCC 93, HOP-92 110, UACC-257 93, UACC-62 105, M14 107, HOP-62 99, EKVX 101 and MALME-3M 107.
`COc1ccc(C(=O)/C=C/c2cccs2)c(O)c1` gave HOP-92 74, UACC-257 101, UACC-62 92, M14 118, EKVX 106 and MALME-3M 96.
Screening O=C(OCCCCCOC(=O)c1ccccc1)c1ccccc1 returned A549/ATCC 105, HOP-92 78, UACC-62 92, M14 102, HOP-62 95, EKVX 109 and MALME-3M 127.
`O=[N+]([O-])c1ccc(/C=N/NCc2nc(Nc3ccc(Cl)cc3)c3ccccc3n2)cc1` gave A549/ATCC 102, HOP-92 106, UACC-257 103, UACC-62 87, M14 94, HOP-62 94, EKVX 93 and MALME-3M 99.

Reprinted at random: 2 compounds from above
Screening COc1ccc(-c2cc(C(=O)N=Nc3c(O)[nH]c4ccccc34)c3ccccc3n2)cc1 returned A549/ATCC -37*, HOP-92 -46*, UACC-257 48, UACC-62 39, M14 11, HOP-62 -43*, EKVX -13* and MALME-3M -55*.
`O=C(CCc1nc2c(=O)[nH]c(=S)[nH]c2[nH]c1=O)Nc1ccc(C(=O)O)cc1` gave A549/ATCC 105, HOP-92 103, UACC-257 99, UACC-62 92, M14 98, HOP-62 100, EKVX 99 and MALME-3M 97.

Entries above with a nitro group on carbon, in the order listed:
Screening O=c1cc(-c2ccccc2)oc2cc(OCc3cn(Cc4ccc([N+](=O)[O-])cc4)nn3)cc(OCc3cn(Cc4ccc([N+](=O)[O-])cc4)nn3)c12 returned A549/ATCC 97, HOP-92 84, UACC-257 95, UACC-62 88, M14 89, HOP-62 91, EKVX 103 and MALME-3M 88.
Screening O=C1OCc2ccc([N+](=O)[O-])cc21 returned A549/ATCC 97, HOP-92 97, UACC-257 94, UACC-62 110, M14 107, HOP-62 109 and EKVX 111.
`CC(C)C1=CC2=CC[C@@H]3[C@](C)(CCC[C@@]3(C)C(=O)OCC#Cc3ccc([N+](=O)[O-])cc3)[C@H]2CC1` gave A549/ATCC 99, HOP-92 69, UACC-257 85, UACC-62 63, M14 92, HOP-62 108, EKVX 99 and MALME-3M 95.
`O=[N+]([O-])c1ccc(/C=N/NCc2nc(Nc3ccc(Cl)cc3)c3ccccc3n2)cc1` gave A549/ATCC 102, HOP-92 106, UACC-257 103, UACC-62 87, M14 94, HOP-62 94, EKVX 93 and MALME-3M 99.

(next part)
For CCN(CC)CCNc1cc(OC)c(C)c2cccnc12 the results were A549/ATCC 91, UACC-257 98, UACC-62 84, M14 109, HOP-62 92, EKVX 105 and MALME-3M 131.
O=C(NC1CCCCC1)c1ccccc1 was read as HOP-92 110, UACC-62 102, M14 101, HOP-62 100, EKVX 101 and MALME-3M 100.
CNC(=O)c1cc(-n2ccc3cc(NS(=O)(=O)c4cccc(C(F)(F)F)c4)ccc32)ccn1 was read as A549/ATCC 74, HOP-92 72, UACC-257 75, UACC-62 68, M14 112, HOP-62 83, EKVX 83 and MALME-3M 92.
`CCCCN1C(=O)/C(=c2\sc3n(c2=O)C2C(NN=3)N(CCC)C(=O)N2CCC)c2ccccc21` (stereo not drawn) gave A549/ATCC 66, HOP-92 70, UACC-257 95, UACC-62 73, M14 88, HOP-62 66, EKVX 85 and MALME-3M 83.
Screening Cc1ccc2nc(N3C(=O)CSC3=S)sc2c1 returned A549/ATCC 94, HOP-92 99, UACC-257 87, UACC-62 94, M14 99, HOP-62 101 and MALME-3M 110.
For COc1cc(C2=N/C(=C\c3cc4ccccc4nc3Oc3ccccc3)C(=O)N2C(=N)N)cc(OC)c1OC the results were A549/ATCC 77, HOP-92 28, UACC-257 76, UACC-62 50, M14 74, HOP-62 -0.6*, EKVX 72 and MALME-3M 58.
`CCC(C)(C)C(=O)O[C@H]1C[C@@H](C)C=C2C=C[C@H](C)[C@H](CC[C@@H]3CC=CC(=O)O3)[C@H]21` gave A549/ATCC 79, HOP-92 75, UACC-257 60, UACC-62 72, M14 61, HOP-62 108, EKVX 107 and MALME-3M 94.
`COc1cc(/C=N/C2=NNC(C)(c3ccccc3O)N2C(C)C(=O)O)ccc1O` (stereo not drawn) gave A549/ATCC 86, HOP-92 77, UACC-257 102, UACC-62 82, M14 90, HOP-62 59, EKVX 63 and MALME-3M 104.
For C=CCN(C)C the results were A549/ATCC 100, HOP-92 110, UACC-257 106, UACC-62 101, M14 107, EKVX 92 and MALME-3M 111.
`COc1ccc(-c2cncn2-c2ccc(-c3nc4ccc(F)cc4s3)cc2)cc1N` gave A549/ATCC 91, UACC-257 84, UACC-62 97, M14 104, HOP-62 110, EKVX 109 and MALME-3M 129.
For O=C(Nc1nc2ccccc2s1)c1ccc(-n2c(=O)[nH]c3ccccc3c2=O)cc1 the results were A549/ATCC 103, HOP-92 78, UACC-257 110, UACC-62 90, M14 97, HOP-62 75, EKVX 93 and MALME-3M 80.
CC1(C)CC[C@]2(C(=O)N3CCOCC3)CC[C@]3(C)C(=CC[C@@H]4[C@@]5(C)CCC(=O)NC(C)(C)[C@@H]5CC[C@]43C)C2C1 (stereo partly drawn) was read as A549/ATCC 86, HOP-92 78, UACC-257 96, UACC-62 78, M14 99, HOP-62 107, EKVX 95 and MALME-3M 116.
For CSCC(C)C(N)C(=O)O (stereo not drawn) the results were A549/ATCC 96, HOP-92 105, UACC-257 90, UACC-62 95, M14 109, HOP-62 101 and MALME-3M 114.
Screening OCCCc1n(Cc2ccc3ccccc3c2)c2ccccc2[n+]1Cc1ccc2ccccc2c1 returned A549/ATCC 68, HOP-92 -24*, UACC-257 -14*, UACC-62 -48*, M14 3.0*, HOP-62 38, EKVX 48 and MALME-3M -11*.
